Source: PubChem BioAssay
TTR transcr act: activators of transthyretin transcription | SH-SY5Y TTR promoter Gaussia luciferase, luminescence; 100% = recombinant luciferase protein wells | activation, % at 16.7 µM | 92,000 tested, 1.3% active;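 active means activation above the mean of all tested compounds plus 3 SD, cut at about 9.5% in these data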;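 further: cells exposed to compounds for one day before reading; 0% = median of all test compound wells on the plate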
The depositor's hits bear a star. These rows are one share of the data; rates above refer to the full screens.

SMILES	TTR transcr act
Cc1cccc(NC(=S)NC2CCCC2)n1	0.0
COc1ccccc1-c1cccc(-c2nc(C(=O)Nc3nccs3)cc3c2[C@@H](CCO)N(C(=O)CC2CC2)C3)c1	-1.4
O=C(OCc1ccccc1)N1CCC2CC1c1cc(-c3ccc(F)cc3)ccc12 (stereo not given)	4.8
CCCC1=Nc2cc(C(=O)NCc3ccco3)ccc2Sc2ccccc21	-0.4
COCCCNC(=S)Nc1cccc(S(=O)(=O)NC2=NCCC2)c1	-0.3
O=S(=O)(Nc1nc(SCc2ccc(Cl)cc2)n[nH]1)c1ccccc1	1.5
CN1CCN(C(=O)c2cc3sc4ccccc4c3s2)CC1	1.3
O=C(Nc1ccc(N2C(=O)C3C4C=CC(C4)C3C2=O)cc1Cl)c1cccs1 (stereo not given)	-1.1
CCCSc1ncnc2[nH]ncc12	13*
Cc1c(Br)c(C(F)(F)F)nn1CC(=O)NCC1CCCO1 (stereo not given)	0.3
OC(CNCc1ccccn1)c1ccccc1 (stereo not given)	-1.5
Cn1cc(/C=C/C(=O)c2ccccc2)c2ccccc21	-1.4
CN1/C(=C\C(=O)CSc2cccc[n+]2[O-])C(C)(C)c2ccccc21	-1.3
Cn1c(SCC(=O)Nc2nccs2)nnc1C12CC3CC(CC(C3)C1)C2	6.6
O=C(NC(=S)Nc1ccccc1)c1ccc(-c2ccccc2)cc1	-2.9
O=C(CCNS(=O)(=O)/C=C/c1ccccc1)NCCc1c[nH]c2ccccc12	0.3
CC1CCCCC1NC(=O)COC(=O)c1cc(=O)[nH]c2ccccc12 (stereo not given)	-0.9
COc1ccc(C(=O)c2c(N)sc3c2CCN(C(=O)OC(C)(C)C)C3)cc1	3.4
CCCNC(=O)C(Cc1ccc(Br)cc1)NC(=O)c1ccc(C#N)cc1 (stereo not given)	3.7
CC(=O)Nc1ccc(S(=O)(=O)N2CCC(C(=O)NCc3ccco3)CC2)cc1	-0.1
Cc1ccc(S(=O)(=O)N(C)C[C@H]2Oc3cc(Br)ccc3S(=O)(=O)N([C@H](C)CO)C[C@@H]2C)cc1	5.8
COc1ccc(C2CCCN2C(=O)Nc2cccc(C(C)=O)c2)cc1OC (stereo not given)	1.2
Cc1cc2ncc(S(C)(=O)=O)c(N)n2n1	1.1
O=C(CC1SC(=Nc2ccccc2)N(Cc2ccccn2)C1=O)Nc1cccc(Cl)c1 (stereo not given)	-0.1

Some of the entries so far, as a markdown table:
| smiles | TTR transcr act |
| --- | --- |
| CCCSc1ncnc2[nH]ncc12 | 13* |
| OC(CNCc1ccccn1)c1ccccc1 (stereo not given) | -1.5 |
| CN1/C(=C\C(=O)CSc2cccc[n+]2[O-])C(C)(C)c2ccccc21 | -1.3 |

Continued:
SMILES	TTR transcr act
COc1cc(C2C3=C(CC(C)(C)CC3=O)N(C)C(=O)N2C)cc(OC)c1OC (stereo not given)	-0.4
OCC1(CCOc2ccccc2)CCN(Cc2nc3ccc(F)cc3[nH]2)CC1	-0.6
CC(NC(=O)c1ccccc1NC(=O)c1ccccc1)C(=O)N1CCOCC1 (stereo not given)	2.6
CCC(CC)C(=O)N(CCc1ccc(OC)cc1)Cc1nc2ccccc2c(=O)[nH]1	-0.6
COC(=O)C(Cc1ccc(O)cc1)NC(=O)C(C)NC(=O)c1ccc(C(C)(C)C)cc1 (stereo not given)	-0.2
CC(O)CCC(=O)NNC1CC(=O)N(c2ccccc2)C1=O (stereo not given)	2.8
CCCNC(=O)c1onc(CS(=O)(=O)c2cccc(OC)c2)c1C(=O)NCCC	5.1
CCN1C(=O)c2cccc3c(S(=O)(=O)N(C(=O)c4ccncc4)c4ccc(OC)cc4)ccc1c23	-4.3
COc1ccc(-n2ncc3c(=O)n(CC(=O)N4c5ccccc5CC4C)cnc32)cc1 (stereo not given)	-3.5
Cc1ccc(C)c(NC(=O)COC(=O)c2ccc3c(c2)OCO3)c1	2.0
O=S(=O)(N[C@H](CO)c1ccccc1)c1ccc(Br)cc1F	-2.8
O=C(/C=C/c1ccc(Cl)c([N+](=O)[O-])c1)Nc1ccc(NC(=O)c2ccco2)cc1	4.8
Brc1cc2ccccc2[n+](Cc2ccccc2)c1	3.2
Fc1ccc(-c2cc(-c3cccs3)cc(-c3ccccc3)n2)cc1	-0.6
O=c1cc(CSc2nnc(COc3ccc(Cl)cc3)o2)c2ccccc2[nH]1	-1.6
O=C(NCCc1ccc2c(c1)OCCO2)c1cc(S(=O)(=O)N2CCCC2)ccc1Br	-1.6
COc1cc2c(cc1NS(=O)(=O)N1CCCCC1)oc1ccccc12	-0.6
COc1ccc(C(=O)NN2C(=O)C3CCC(C)(C2=O)C3(C)C)cc1 (stereo not given)	2.0
Cc1cccc(-c2nnc3n2N=C(c2ccccc2)CS3)c1	-0.2
CCn1c(CCc2nc3ccccc3[nH]2)n[nH]c1=S	2.8
Cc1cccc(NC(=O)CN2CCN(C(=O)c3oc4c(Cl)cccc4c3C)CC2)c1C	0.8
CCOC(=O)N1CCN(Cc2nc(N)nc(Nc3ccc(C)cc3)n2)CC1	0.6
CCN1C(=O)[C@H]2[C@H]3CN=C(SCc4ccccc4)N3[C@@](C)(C(=O)OC)[C@H]2C1=O	8.5
CCOC(=O)/C=C/c1nc(C(=O)OCC)c(C)c(=O)[nH]1	4.8
O=C1NC(Cc2ccccc2)c2nc3cc(Cl)ccc3c(=O)n2-c2cc(Cl)ccc21 (stereo not given)	0.2
COc1ccc(CN2CCN(S(=O)(=O)c3ccccc3)CC2)c(OC)c1	2.2
Cc1ccccc1OC(=O)n1c(=S)oc2cc(Cl)ccc21	0.8
CCN1C(=O)[C@H]2[C@@H](c3ccc(SC4CCCCC4)c(OC)c3)N3CCCC[C@@]3(C(=O)OC)[C@H]2C1=O	-2.5
C(=C\c1ccc2ccccc2n1)/c1ccccc1	-1.5
S=c1nc(-c2ccccc2)[nH]c2ccc(Br)cc12	-1.0
COc1cc2ncnc(NCc3ccccc3)c2cc1OC	-2.5
C=C(C)C(=O)Nc1cccc(C2=NOC3(C2)C[C@H](C(N)=O)N(C(=O)COc2ccc(Cl)cc2)C3)c1 (stereo not given in full)	-0.3
COc1ccccc1-c1cccc([C@@H]2C[C@H]3[C@H](CON3C)CN2C(=O)C(C)(C)C)c1	1.5
Cc1sccc1/C=N/NC(=O)c1cccc2ccccc12	-2.3
Cc1ccc(NC(=S)NNC(=O)c2c([N+](=O)[O-])c(C)nn2C)cc1	0.4
O=C(CCl)NCCCCCCCCCNC(=O)CCl	-1.6
O=C1CCC[C@H]2C[C@H](NCCc3ccncc3)CC[C@]23CCCN13	-0.7
CCCCn1c(=O)[nH]c(=O)c2c1nc(-c1ccc(-c3ccccc3Br)o1)n2CC	-0.6
COc1ccccc1NS(=O)(=O)c1ccc(C(=O)N2CCCC(C)C2)cc1 (stereo not given)	1.3
COc1ccc(C)cc1NC(=O)CN(C)S(=O)(=O)c1ccc2c(c1)CC(C)N2C(C)=O (stereo not given)	0.6
CC(C)(C)CC(=O)O/N=C(\N)c1ccncc1	-0.4
COCCCNC(=O)C[C@@H]1C[C@@]2(C(=O)OC)CCCCC=C2N(CCc2ccc(OC)c(OC)c2)C1=O	36*
CCOc1ccc(-c2nnc3ccc(SCC(=O)NCc4ccco4)nn23)cc1	0.3
O=C(c1cc2cc(Br)ccc2s1)N1CCOCC1	5.0
S=c1[nH]nc(CSCc2ccc(Cl)cc2Cl)n1-c1ccccc1	2.5
CC(=O)Nc1sc2c(c1-c1nc(-c3ccccc3)cs1)CCN(C(C)C)C2	-0.6
CCn1nc(C)c(NC(=O)Nc2cccc(Cl)c2Cl)c1C	1.1
CCC(C)(NC(=O)c1ccc2c(c1)OCO2)C(=O)NC1CCCCC1 (stereo not given)	2.4
CC(C)(C)OC(=O)NCCc1ccccc1/C=C/S(=O)(=O)NCc1ccccc1	-0.6
Cc1cccc(C(C)C)c1NC(=O)COC(=O)c1cccc(S(=O)(=O)N2CCc3ccccc3C2)c1	-0.3
Cc1nn(C)c(C)c1C(=O)NN	-1.4
CC(=O)N1CCc2c(sc(NC(=O)c3ccc([N+](=O)[O-])o3)c2C#N)C1	-1.3
Fc1ccc(C(c2nnnn2C2CCCC2)N2CCN(Cc3ccncc3)CC2)cc1 (stereo not given)	1.9
O=C(N/N=C/C=C/c1ccccc1)c1ccccn1	0.0
C#CC[N+]1(CC#Cc2ccccc2)CCCCC1	0.6
Cc1c(C(=O)N/N=C/c2ccccc2)[nH]c2c([N+](=O)[O-])cccc12	8.1
Cc1ccc(C)c(OCC(=O)NCC(C)C)c1C	-1.3
CCCNC(=O)C(Cc1ccc(I)cc1)NC(=O)c1ccc(C#N)cc1 (stereo not given)	3.9
O=C(O)CCCC(=O)Nc1ccc(N=Nc2ccccc2)cc1	8.0
O=C(N/N=C\c1ccc(Cl)s1)C1COc2ccccc2O1 (stereo not given)	0.6
Further results
SMILES	TTR transcr act
CC(C)NC(=O)CSc1nnc(-c2ccc3ncccc3c2)n1C	-0.7
COc1cc(/C=C/C(=O)OCC(=O)Nc2c(C)n(C)n(-c3ccccc3)c2=O)ccc1O	-1.1
Cc1ccc(NS(=O)(=O)c2ccc(C(=O)OCC(=O)N3CCCCC3)cc2)cc1	-0.7
O=C(NCC1CCN(Cc2ccc(F)cc2)CC1)Nc1cc(F)ccc1F	2.7
Cc1c(NC(=O)C2CC(c3ccc(F)cc3)=NO2)c(=O)n(-c2ccccc2)n1C (stereo not given)	1.2
COCCCn1c(SCC(=O)NC2CCCC2)nnc1-c1ccncc1	-0.8
Cc1cn(CC(C)C)c(=O)n(-c2ccccc2)c1=O	-0.6
O=C1N/C(=C/c2ccc(Br)cc2)C(O)=C1C=NCc1ccccc1	-0.4
c1ccc(-c2ccc(OCCN3CCOCC3)cc2)cc1	-1.7
CC(O)CNC(=S)Nc1ccccc1 (stereo not given)	0.3
Oc1cccc(Nc2ncnc3c2oc2ccccc23)c1	-2.3
Cc1ccc(S(=O)(=O)N2CCC(C(=O)N(C)C3CCS(=O)(=O)C3)CC2)cc1 (stereo not given)	0.1
NNC(=O)Cn1c2ccccc2c2ccccc21	1.1
CCc1ccc(NC(=O)c2noc3c2CCc2ccccc2-3)cc1	0.9
CCN(CC(=O)NC(C)(C)C)C(=O)CCl	4.2
O=C(Nc1ccncc1)c1ccc2c(c1)C(=O)N(CC1CCCO1)C2=O (stereo not given)	3.5
COC(=O)N/N=C1/C/C(=N\NC(=O)OC)c2ccccc21	-0.4
CC(C)(CC1(C)NC(=O)NC1=O)OCc1ccccc1 (stereo not given)	-0.6
CCN(CCO)Cc1csc2cccc(Br)c12	2.1
COc1cc(OC)cc(-c2c(C#Cc3ccsc3)c3cc(-c4cc(F)cc(F)c4)ccc3n2C)c1	-1.2
COC(=O)[C@@]1(Cc2ccccc2)[C@H]2C(=O)N(C)C(=O)[C@H]2[C@H]2CN=C(SC)N21	0.1
CC1(C)Nc2ccccc2C(=O)N1NS(=O)(=O)c1ccccc1	3.7
CN(C)C(=O)C[n+]1ccc(/C=N/O)cc1	-0.4
CCOc1cc(C2NC(=S)NC(C)=C2C(=O)Nc2ccc(OC)cc2)ccc1O (stereo not given)	0.3

Pulled by compound from the list above (four):
SMILES	TTR transcr act
CN(C)C(=O)C[n+]1ccc(/C=N/O)cc1	-0.4
COc1cc(OC)cc(-c2c(C#Cc3ccsc3)c3cc(-c4cc(F)cc(F)c4)ccc3n2C)c1	-1.2
CCOc1cc(C2NC(=S)NC(C)=C2C(=O)Nc2ccc(OC)cc2)ccc1O (stereo not given)	0.3
CC(C)(CC1(C)NC(=O)NC1=O)OCc1ccccc1 (stereo not given)	-0.6

(continued)
SMILES	TTR transcr act
CC1CN(C(=O)/C=C/c2ccc3c(c2)OCO3)CC(C)O1 (stereo not given)	-1.2
COc1ccccc1OCC(=O)NCCSCc1ccc(Cl)cc1	1.7
O=C(Nc1ccc(N2CCN(Cc3ccccc3)CC2)cc1)c1ccccc1[N+](=O)[O-]	-0.6
CCN(CC)S(=O)(=O)c1ccc(NC(=O)C(C)N(c2ccc(OC)cc2)S(C)(=O)=O)cc1 (stereo not given)	2.2
CCCCNc1ccccc1C(=O)OCC(=O)Nc1ccc(S(N)(=O)=O)cc1	0.8
Cc1nc([N+](=O)[O-])cn1CC(O)c1ccc(F)cc1 (stereo not given)	0.0
COc1ccc(-c2sc3ccc(OC)cc3c2C#Cc2ccccn2)cc1	2.5
O=C(NC(=S)Nc1ccc2c(c1)OCO2)c1ccccc1	3.7
COc1cccc(-c2cc(C(=O)Nc3ccn(Cc4ccc(C)cc4)n3)no2)c1	-2.5
Clc1cccc(Cc2c(-c3ccccc3)nc3ccc(Br)cn23)c1	-0.8
CCN1C(=O)Nc2cccc3cccc1c23	3.0
O=C(N=C1SC2CS(=O)(=O)CC2N1c1ccc(Cl)c(Cl)c1)C1CCCO1 (stereo not given)	-0.8
CCc1cccc(NS(=O)(=O)c2ccc3c(c2)NC(=O)CC(=O)N3)c1	0.2
COCCCNC(=S)NNC(=O)c1csc(C)n1	7.2
O=C(NCCN1CCOCC1)C(Sc1ccccc1)c1ccccc1 (stereo not given)	-0.2
COc1ccc(OC)c(CNC(=O)C2CCN(S(=O)(=O)N3CCCC3)CC2)c1	0.1
N/C(=N\OC(=O)c1cccc(F)c1)c1ccccn1	-0.3
O=C(CCCn1c(=O)c2ccccc2n(Cc2cccc(F)c2)c1=O)NC1CCN(Cc2ccccc2)CC1	-2.1

A draw from above in order of length of the SMILES, smallest number first.
SMILES	TTR transcr act
CCN1C(=O)Nc2cccc3cccc1c23	3.0
COCCCNC(=S)NNC(=O)c1csc(C)n1	7.2
N/C(=N\OC(=O)c1cccc(F)c1)c1ccccn1	-0.3
Clc1cccc(Cc2c(-c3ccccc3)nc3ccc(Br)cn23)c1	-0.8
CCc1cccc(NS(=O)(=O)c2ccc3c(c2)NC(=O)CC(=O)N3)c1	0.2
O=C(N=C1SC2CS(=O)(=O)CC2N1c1ccc(Cl)c(Cl)c1)C1CCCO1 (stereo not given)	-0.8
